From PubChem
Pol beta inh: qHTS Assay for Inhibitors of DNA Polymerase Beta | P06746 | Pol beta primer extension/strand displacement, fluorescence kinetic | Potency, µM (series often up to 114 µM), for the others: at the highest dose activity change, negative = inhibition, actives largely listed as inhibitors | 340,000 compounds, 1.3% hits | AID 485314, 2010; note: potency is the fitted concentration of half-maximal effect; % is set by controls: 0 for no effect and ±100 for the full control effect
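Reaction started by 50 nM substrate onto compound-treated Pol beta (10 nM, 15 min preincubation, room temperature); plates read at 0 min and 10 min. Normalized concentration-effect data fitted by four-parameter Hill equation.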
LDHA inh: qHTS assay for inhibitors of human lactate dehydrogenase; purified LDHA, NADH/diaphorase-resazurin fluorescence; stronger effect = lower value; 480,000 compounds, 0.15% hits; AID 1347041, 2019; L-lactate dehydrogenase A chain (Homo sapiens), P00338; activity change, % (values are at about 110 or 230 µM); in the data active = activity change below about -30%; inconclusive = mostly about -25% to -30%;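 note: plate controls were DMSO wells for no effect and wells without enzyme for full effect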
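Human LDH5 (2 nM) was incubated with 0.06 mM NADH and 0.2 mM pyruvate for 5 min at room temperature in Tris pH 7.4. Remaining NADH was coupled through diaphorase/resazurin, and resorufin fluorescence was read at 0 and 20 min.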
Pol eta inh: qHTS for Inhibitors of Polymerase Eta. recombinant Pol eta, fluorescent DNA replication assay. DNA polymerase eta (Homo sapiens), Q9Y253. AID 588591, 2011. 390,000 compounds, 1.2% hits. Potency, µM (doses to about 114 µM), for the others: at the top dose activity change, negative = inhibition, hits mostly inhibitors; note: potency is the fitted concentration of half-maximal effect; % is set by controls: 0 for no effect and ±100 for the full control effect
Target sequence (Q9Y253 whole entry, looked up): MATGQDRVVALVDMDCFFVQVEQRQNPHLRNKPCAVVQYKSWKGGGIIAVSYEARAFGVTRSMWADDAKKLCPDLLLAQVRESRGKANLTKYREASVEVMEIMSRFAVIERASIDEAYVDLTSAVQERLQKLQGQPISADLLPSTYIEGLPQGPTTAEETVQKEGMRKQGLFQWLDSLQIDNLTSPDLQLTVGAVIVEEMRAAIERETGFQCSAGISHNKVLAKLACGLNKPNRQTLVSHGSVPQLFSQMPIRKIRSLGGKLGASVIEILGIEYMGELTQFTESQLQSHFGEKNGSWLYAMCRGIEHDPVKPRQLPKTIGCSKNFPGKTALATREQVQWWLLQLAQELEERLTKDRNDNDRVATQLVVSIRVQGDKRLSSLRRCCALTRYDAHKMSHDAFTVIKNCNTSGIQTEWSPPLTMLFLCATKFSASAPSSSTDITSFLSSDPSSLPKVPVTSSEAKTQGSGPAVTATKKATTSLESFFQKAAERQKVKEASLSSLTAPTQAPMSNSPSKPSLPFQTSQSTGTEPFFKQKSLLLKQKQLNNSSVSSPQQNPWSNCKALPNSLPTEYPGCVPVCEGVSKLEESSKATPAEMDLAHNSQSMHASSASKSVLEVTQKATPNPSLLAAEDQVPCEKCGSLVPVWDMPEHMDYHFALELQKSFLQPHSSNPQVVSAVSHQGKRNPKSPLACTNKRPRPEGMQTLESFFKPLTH
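Pol eta (10 nM) was preincubated with compounds for 15 min at room temperature, after which fluorescent replication substrate (50 nM final) was added to start the reaction. Fluorescence was read kinetically at 0 and 10 min.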
GRP78 ERSR act: qHTS for Inducers of the Endoplasmic Reticulum Stress Response (ERSR) in Human Glioma: qHTS; U87-MG GRP78 promoter luciferase reporter, 16 h; 420,000 compounds, 0.02% hits; Potency, µM, for inactives: top-dose activation, usual class: activators; AID 602332, 2012; note: potency is the fitted concentration of half-maximal effect; series mostly up to about 76 µM; % of control where 0% means no effect; nearly all actives have a fitted effect of over 35% in size
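ERSR induction read as luciferase luminescence (Bright-Glo, 10 min at room temperature) in stably transfected human U87-MG glioma cells exposed to compounds for 16 h, using GRP78 as sensor.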
BLM inh: qHTS Assay for Inhibitors of Bloom's syndrome helicase (BLM). 350,000 compounds, 0.2% hits. RecQ-like DNA helicase BLM (Homo sapiens), P54132. recombinant BLM DNA unwinding, fluorescence dequenching. AID 2528, 2010. Potency, µM (highest dose often 56.1 µM), for inactives: top-dose activity change, negative = inhibition, actives largely listed as inhibitors;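 note: potency is the fitted concentration of half-maximal effect; plate controls were vehicle for no effect and no enzyme for full effect; nearly all actives have a fitted effect of over 35% in size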
APEX1 inh: qHTS Assay for Inhibitors of the Human Apurinic/apyrimidinic Endonuclease 1 (APE1); 350,000 compounds, 0.35% hits; DNA repair nuclease/redox regulator APEX1 (Homo sapiens), P27695; Potency, µM (doses to about 65.8 µM), for the others: at the highest dose activity change, negative = inhibition, actives largely listed as inhibitors; recombinant APE1, TAMRA/BHQ-2 abasic DNA cleavage fluorescence;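 note: potency is the fitted concentration of half-maximal effect; plate controls were vehicle for no effect and reference inhibitor for full effect; nearly all actives have a fitted effect of over 55% in size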
Target sequence (P27695 whole entry, looked up): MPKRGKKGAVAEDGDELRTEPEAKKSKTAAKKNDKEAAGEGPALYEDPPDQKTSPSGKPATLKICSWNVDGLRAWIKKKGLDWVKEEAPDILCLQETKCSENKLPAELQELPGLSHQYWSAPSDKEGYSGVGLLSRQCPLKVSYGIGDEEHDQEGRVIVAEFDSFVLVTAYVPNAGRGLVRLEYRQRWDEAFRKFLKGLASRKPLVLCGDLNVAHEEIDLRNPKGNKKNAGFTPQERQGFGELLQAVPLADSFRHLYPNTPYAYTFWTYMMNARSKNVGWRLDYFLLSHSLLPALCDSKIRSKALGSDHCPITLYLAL
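Kinetic fluorescence read (525 ex/598 em nm, three reads 60 s apart) of AP-site incision; signal = third minus first read. Enzyme 0.75 nM, dual-labelled THF duplex 50 nM, compound preincubation 15 min RT.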
Apoferritin bind: qHTS Assay for Identification of Novel General Anesthetics. Ferritin light chain (Equus caballus), P02791. apoferritin/1-aminoanthracene competitive binding, fluorescence. Potency, µM (titrated, usually from 77.5 µM), for the others: top-dose activity change, negative = displacement, most hits filed as inhibitors. 350,000 compounds, 0.074% hits. AID 485281, 2010; note: potency is the fitted concentration of half-maximal effect; % is set by controls: 0 for no effect and ±100 for the full control effect; nearly all actives have a fitted effect of over 20% in size
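Steps: apoferritin (10 uM) was premixed with half-saturated 1-AMA in PBS, compounds were pin-transferred, plates stood 10 min at room temperature, fluorescence was read at 380/535 nm, and curves were fitted with a Hill equation.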
Pol iota inh: qHTS for Inhibitors of Polymerase Iota; 390,000 compounds, 1% hits; Potency, µM (doses to about 115 µM), inactives show at the top dose activity, negative = inhibition, most hits filed as inhibitors; DNA polymerase iota (Homo sapiens), Q9UNA4; Pol iota fluorescent replication assay, 10 min; note: potency is the fitted concentration of half-maximal effect
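Pol iota at 10 nM preincubated 15 min with compounds at room temperature; reaction started with fluorescent substrate, 50 nM final. Fluorescence read kinetically at 0 and 10 min; buffer-only wells as negative control.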
Pol kappa inh: qHTS for Inhibitors of Polymerase Kappa. Potency, µM (highest dose often 107 µM), for the others: top-dose activity, negative = inhibition, usual class: inhibitors. 400,000 compounds, 0.53% hits. AID 588579, 2011. DNA polymerase kappa (Homo sapiens), Q9UBT6. purified Pol kappa, fluorescent DNA synthesis assay, 10 min; note: potency is the fitted concentration of half-maximal effect; % is set by controls: 0 for no effect and ±100 for the full control effect
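Kinetic fluorescence readout at 0 and 10 min followed reaction start with substrate at 50 nM final. Beforehand, enzyme (10 nM Pol kappa) stood 15 min with compound at room temperature; buffer-only wells were negative controls.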
* hit, by the source's call; ? = inconclusive; . = not tested or not shown; & = joins results of further samples; [ ] = dose if it differs, or a comment. Unless noted, calls come from the whole dose curve; as a rule, active = well fitted curve in the direction sought with a large enough effect; inconclusive = small, poorly fitted or top-dose-only effect, or another doubt; inactive = no such curve, though single readings can be large; an effect the other way counts as inactive or inconclusive. This is a subset; the hit share may differ from the screen's.

Value order – LDHA inh, BLM inh, Pol eta inh, APEX1 inh, GRP78 ERSR act, Pol kappa inh, Pol iota inh, Pol beta inh, Apoferritin bind
#1 O=C(Nc1ccccc1)N(O)c1ccc(Cl)cc1
 : 6, -3%, -6%, -3%, -19%, -2%, 2%, -17%, -2%
#2 COc1cccc(NC(=O)c2cnn(-c3ccccc3)c2C)c1
 : -4, -5%, -26%, 47%[activator], -3%, -12%, 5%, 3%, -3%
#3 COC(=O)c1ccc(C(=S)NCC2(N(C)C)CCCCC2)cc1
 : -4, -4%, -12%, 45%[activator], 1%, 0%, 65%[activator], 19%, -16%
#4 CCOc1ccc(-c2nnc(SCC(=O)c3ccc(F)cc3)n2-c2ccccc2)cc1
 : -8, -9%, -13%, ., -3%, 7%, -15%, 0%, ?
#5 CC(=O)N1c2ccccc2C2(O)N=C(C)SC12 (stereo unspecified)
 : 0, -3%, -18%, -2%, -1%, 4%[60.1 µM], 30%, 3%, 8%
#6 CCCCO
 : ., -12%, ., 7%&20%, -3%, -2%[60.1 µM], ., ., .
#7 NC(=O)C1CCN(C2=C(NS(=O)(=O)c3ccc(Cl)cc3)C(=O)c3ccccc3C2=O)CC1
 : 12, -8%, -15%, -6%, -6%, 0%, ?, 2%, 4%
#8 CC(=O)c1cccc(OCC(O)CNCCc2ccc(Cl)cc2)c1 (stereo unspecified)
 : -12, -1%, -7%, 3%, 0%, 2%, 30%, 24%, -19%
#9 CCc1cc2c(=O)c(-c3nc4ccccc4n3C)c(C)oc2c(CN2CCN(C)CC2)c1O
 : ., 3%, ., -2%, ., ., ., 1%, 2%
#10 O=C(c1ccccc1Br)N(Cc1ccco1)C1CCS(=O)(=O)C1 (stereo unspecified)
 : 0, 1%, -1%, ., -3%, 13%, 17%, 4%, 4%
#11 COc1ccc(CNC(=O)CSc2nnc(-c3cccnc3)n2N)cc1
 : -3, -5%, -9%, 1%, -8%, 5%, 30%[activator], 9%, -9%
#12 O=C(NCCc1ccccc1)C1CCCN(c2nc3ccccc3s2)C1 (stereo unspecified)
 : -6, -3%, -26%, 24%, -3%, -3%, 47%[activator], 3%, -13%
#13 CCOC(=O)c1ccc(NC(=O)CCn2cnnn2)cc1
 : -1, -1%, -12%, ., -2%, -12%, 2%, 4%, -6%
#14 COCCNC(=O)Cn1cc(C(=O)c2cccs2)c2ccccc21
 : -5, ., -2%, ., -5%, -14%, -4%, ., .
#15 COc1cccc(NC(=O)CN(C)C(=O)c2c(C)nn(-c3ccccc3)c2Cl)c1
 : -10, ., -3%, -9%, 7%, 0%, 1%, ., .
#16 Cc1ccc(S(=O)(=O)N[C@@H](CC(C)C)C(=O)NCc2ccco2)cc1
 : 1, 1%, -11%, -7%, -3%, 1%, 13%, 36%, -11%
#17 CN(CC(=O)Nc1cccc(F)c1)C(=O)CC1CC2CCC1C2 (stereo unspecified)
 : 0, -2%, -14%, 5%, -4%, 4%, -26%, 43%, ?
#18 CSC(=NC1CCCCC1)NS(=O)(=O)c1ccccc1
 : -4&-7, -1%, -9%&7%, 2%, -3%&4%, -3%&-2%, 29%&6%, -1%, -17%
#19 NC(=O)c1cc(S(=O)(=O)N2CCN(c3ccc([N+](=O)[O-])cc3)CC2)cs1
 : 0, -2%, -7%, 40%, 4%, 1%, 9%, -2%, -21%
#20 N#CCC(=O)NNc1c([N+](=O)[O-])cc(C(F)(F)F)cc1[N+](=O)[O-]
 : -3, -5%, -18%, -4%, -8%, -12%, 17%, 11%, 5%

Additional records:
Value order – LDHA inh, BLM inh, Pol eta inh, APEX1 inh, GRP78 ERSR act, Pol kappa inh, Pol iota inh, Pol beta inh, Apoferritin bind
#21 COc1ccc(OC)c(NC(=O)c2cc3c(Cl)nc4ccccc4c3s2)c1
 : -5, 1%, -6%, 4%, -4%, -3%, -1%, ?, -13%
#22 O=C(CN(Cc1ccco1)C(=O)c1ccc(N2CCCC2=O)cc1)Nc1ccccc1C(F)(F)F
 : -2, ., -10%, -6%, -3%, -11%, -4%, ., .
#23 Cn1nnnc1SCCCNCc1ccccc1OCc1ccccc1F
 : -9, -8%, -22%, ., -3%, -18%, -1%, -12%, -3%
#24 CCN1CN(CCc2ccccc2)CNC1=S
 : -5, 2%, -5%, -12%, -1%, -1%, 152%[activator], -15%, -1%
#25 CSc1nc(N)nc(SCC(=O)CC(=O)OC(C)C)c1C#N
 : 4, -6%, -21%, -3%, -6%, -22%, 14%, 7%, -9%
#26 CC(=O)Nc1ccc(NC(=O)c2cc(S(=O)(=O)N3CCCCC3)ccc2C)cc1
 : -11, ., -13%, 2%, -1%, -6%, ?, ., .
#27 Cc1noc(C)c1S(=O)(=O)N(C)C[C@H]1Oc2c(NC(=O)C3CCCCC3)cccc2C(=O)N([C@H](C)CO)C[C@@H]1C
 : 1, ., -10%, -5%, -1%, 18%, 34%[activator], ., .
#28 CSCC[C@H](NC(=O)[C@H](CC(C)C)NC(=O)[C@@H]1CCCN1C(=O)[C@H](Cc1ccccc1)NC(=O)[C@H](Cc1ccccc1)NC(=O)[C@@H]1CCC(=O)N1)C(N)=O
 : ., -1%, ., 0%, -4%, 13%[60.1 µM], ., ., 19%
#29 CC(C)N(C(=O)CN1C(=O)NC2(CCCCCC2)C1=O)C(C)C
 : -6, 0%, -1%, -10%, -7%, -21%, -1%, -24%, ?
#30 Fc1ccc(NC(=S)NC2CCCCC2)c(F)c1F
 : -2, 4%, -16%, 2%, 0%, -9%, 20%, -26%[57.1 µM], -12%
#31 C=CCn1c(SCC(=O)NC2CC2)nc2ccccc2c1=O
 : -6, ., -8%, 34%, 3%, -15%, 23%, ., .
#32 COc1ccccc1NC(=O)C(=O)c1cc(C)n(-c2ccccc2F)c1C
 : 1, 0%, -19%, ., 5%, 6%, -20%, 4%, 38%[activator]
#33 CSc1ccc(C(=O)C2CCCN(Cc3cccc4nccnc34)C2)cc1 (stereo unspecified)
 : -7, -10%, -7%, 21%, 1%, -5%, -12%, -12%, -8%
#34 COc1ccc2ccn(C)c2c1
 : 7, ., -9%, -12%, -3%, -19%, 15%, ., .
#35 Cc1ccc(C(=O)c2cn(Cc3ccccc3F)c3cc4c(cc3c2=O)OCO4)cc1
 : -2, 0%, 7%, ., -1%, 5%, 10%, 29%, -6%
#36 CC(C)CN(CC(C)C)C(=O)CCCC(=O)N(CC(C)C)CC(C)C
 : 0, -1%, -10%, -1%, 1%, 2%, ?, 14%, -5%
#37 COc1cccc(-c2sc3cc(OC)c(OC)cc3c2-c2ccc(OCCN3CCCCC3)cc2)c1
 : -2, ., -6%, -13%, -10%, -16%, 5%, ., .
#38 O=C(c1cnccn1)N1CCC2(CCN(Cc3cc(C(F)(F)F)cc(C(F)(F)F)c3)CC2)CC1
 : ., -7%, ., 9%, -3%, -14%[60.1 µM], ., ., .
#39 CC(=O)/C=C(\C)NCCNc1c(F)c(F)c(CO)c(F)c1F
 : -10, -4%, -11%, 4%, 5%, -5%, 3%, -2%, -19%
#40 CCn1c(SCc2nc3ccccc3[nH]2)nnc1-c1ccc(OC)cc1
 : -3, 0%, -12%, -1%, -2%, -4%, -3%, 26%, -13%

Next part:
Value order – LDHA inh, BLM inh, Pol eta inh, APEX1 inh, GRP78 ERSR act, Pol kappa inh, Pol iota inh, Pol beta inh, Apoferritin bind
#41 CCC/C(=N\NC(=O)Cc1csc(N2CCOCC2)n1)c1ccccc1
 : -4, -8%, -28%, 1%, -4%, 2%[60.1 µM], -12%, 2%, ?
#42 COc1ccc(-c2nc(CSCC(=O)NCCc3ccc(OC)c(OC)c3)c(C)o2)cc1
 : -2, 1%, -13%, ., -4%, -15%, 6%, -30%, -14%
#43 O=C(NCC(c1cccnc1)N1CCOCC1)NC1CCCCC1 (stereo unspecified)
 : -6, 2%, -3%, 2%, -2%, -8%, 18%, 1%, 0%
#44 Cc1sc(-n2cccc2)c(C(C)NC(=O)Nc2cccc(C(F)(F)F)c2)c1C (stereo unspecified)
 : 1, -7%, ., ., ., 0%, -1%, 1%, 4%
#45 Cc1csc2nc(COc3ccc(NC(=O)COc4ccccc4)cc3)cc(=O)n12
 : 2, -11%, -13%, ., -3%, -17%, 18%, -24%, -7%
#46 Cc1ccc(S(=O)(=O)/N=C2\C=C(Nc3cccc(C(=O)O)c3)C(=O)c3ccccc32)cc1
 : 10, 20µM*, 32µM*, -13%, -15%, 3%, 4µM*, ?, -4%
#47 O=S(=O)(NC1CCN(Cc2ccccc2)CC1)c1ccc2ccccc2c1
 : -4, 0%, -28%, -8%, -3%, -15%, 122%[activator], 0%, -21%
#48 COc1ccc(NC(=O)C(=O)N/N=C/c2cccnc2)c(OC)c1
 : -6, 2%, -3%, 13%, -2%, 1%, 7%, 28%, -9%
#49 COc1ccc(NC(=O)CCCn2nc(C)c3c(C)n(-c4ccccc4)nc3c2=O)cc1OC
 : -12, 2%, -10%, 20%, 11%, 0%, 28%, 9%, -3%
#50 O=c1c(Cl)c(NCc2ccccc2Cl)cnn1C12CC3CC(CC(C3)C1)C2
 : -6, -3%, -10%, 0%, 1%, -7%, 16%, -29%, -6%
#51 COCCn1nnnc1C(c1cccs1)N1CCCC(C)C1 (stereo unspecified)
 : -5, -1%, 4%, -2%, -3%, -3%, -20%, -30%, -9%
#52 C=C1CCC2[C@](C)(CO[C@@H]3O[C@H](CO)[C@@H](O)[C@H](O)[C@H]3O)CCC[C@@]2(C)[C@@H]1CCC1=CCOC1=O (stereo partly specified)
 : -5, ., -21%, 1%, 0%, 1%, 29%, ., .
#53 N#Cc1nc(COc2ccc(-c3ccccc3)cc2)oc1N1CCC(C(N)=O)CC1
 : 0, ., ., ., -2%, 6%, 18%, ., .
